bIAP inhibitor = blocks bovine intestinal alkaline phosphatase activity; AID 1019; 190,000 tested, under 10 active; inhibition, % at 20 µM; purified bovine IAP, CDP-star luminescence, 30 min;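 active = over 50% inhibition of intestinal alkaline phosphatase at 20 µM in the single-dose screen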
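Assay system: bovine IAP enzyme; medium: DEA buffer 100 mM, pH 9.8, with MgCl2 1.0 mM, ZnCl2 0.02 mM; doses: 20 µM single dose; incubation: enzyme reaction for 30 min at room temperature; detection: CDP-star luminescence signal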
DTT redox prof = compounds producing H2O2 with reducing agent – biochemical, NIH compound library profiling, artefact control for MLSCN library redox annotation, primary screen; DTT-dependent redox cycling H2O2, phenol red/HRP absorbance; 100% = 100 µM peroxide control, 0% = buffer; activation, % at 10 µM; 200,000 compounds, 0.03% hits;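 active = activation of at least 50% relative to the plate's high and low controls in the primary single-dose screen; inactive = activation below 50%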;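 note: compound incubated with DTT at 0.8 mM final as the reducing agent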
ROMK primary = modulators of human ROMK potassium channel; B-score at 10 µM; Tet-inducible ROMK, thallium flux fluorescence; actives lie on both sides; AID 1918; 130,000 compounds, 2% hits;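 active = signal ratio slope over the read window, or its plate-corrected B-score, at least 3 SD from the plate mean, either direction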;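 note: B-score of the F/F0 ratio slope over 7 to 12 s after thallium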
Target sequence (P48048 whole entry, looked up): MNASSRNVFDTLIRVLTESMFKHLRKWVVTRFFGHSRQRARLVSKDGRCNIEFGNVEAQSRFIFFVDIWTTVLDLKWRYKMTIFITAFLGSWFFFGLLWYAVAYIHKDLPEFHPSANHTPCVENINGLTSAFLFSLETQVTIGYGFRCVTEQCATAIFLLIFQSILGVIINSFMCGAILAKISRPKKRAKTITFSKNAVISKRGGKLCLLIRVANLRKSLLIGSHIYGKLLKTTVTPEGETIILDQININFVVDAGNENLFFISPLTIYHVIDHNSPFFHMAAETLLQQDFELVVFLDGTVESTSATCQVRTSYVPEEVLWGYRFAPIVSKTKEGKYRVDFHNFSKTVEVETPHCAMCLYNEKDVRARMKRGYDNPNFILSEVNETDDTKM
S1P3 antagonist = blocks the human S1P3 receptor | 170,000 compounds, 0.27% hits | CHO S1P3 NFAT-BLA reporter, FRET fluorescence, antagonist mode | Q99500 | AID 485 | inhibition, % at 4.98 µM;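 active = inhibition above the plate cutoff, the mean inhibition of test wells on that plate plus 3 SD, cut at about 28% in these data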;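 note: cells challenged with S1P at its EC80 of 0.8 µM; blue over green emission ratio from cleaved BLA substrate after 4 h stimulation; 0% = S1P-stimulated wells and 100% = unstimulated DMSO-only wells; some compounds past the cut are filed as inactive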
RAM inhibit = blocks the yeast RAM network | S. cerevisiae dse1pr::URA3 reporter, 5-FOA growth OD615, 2 d; analog-sensitive cbk1-as2 kinase mutant strain | inhibition, % at 50 µM | 190,000 compounds, 1.8% hits;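 active = inhibition above a set limit, 3 SD over mean compound inhibition, cut at about 8.4% in these data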;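 note: 0% = DMSO-only wells with no growth and 100% = 10 µM 1-NA-PP1 full growth; inhibition rescues growth on 5-FOA so higher OD means more RAM inhibition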
HMGR II inh = blocks class II HMG-CoA reductase of Enterococcus faecalis; 190,000 compounds, 0.41% hits; inhibition, % at 10 µM; purified E. faecalis HMGR, NADPH absorbance 340 nm kinetic;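 active = inhibition above a set limit, the median over all tested compounds plus 3 SD, cut at about 9.5% in these data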;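 note: enzyme runs in reverse so mevalonate oxidation gives rising NADPH absorbance; 0% = complete reaction with DMSO and 100% = background rate lacking mevalonate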
PPARg SRC2 recr = promotes SRC-2 coactivator recruitment by human PPARgamma. P37231. PPARgamma LBD-SRC-2 recruitment, biochemical. activation, % at 8 µM. 200,000 compounds, 0.34% hits. AID 1032; in the data active = activation above about 22%;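 note: 0% = vehicle and 100% = reference agonist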
Target sequence (P37231 whole entry, looked up, the tested form may be a part): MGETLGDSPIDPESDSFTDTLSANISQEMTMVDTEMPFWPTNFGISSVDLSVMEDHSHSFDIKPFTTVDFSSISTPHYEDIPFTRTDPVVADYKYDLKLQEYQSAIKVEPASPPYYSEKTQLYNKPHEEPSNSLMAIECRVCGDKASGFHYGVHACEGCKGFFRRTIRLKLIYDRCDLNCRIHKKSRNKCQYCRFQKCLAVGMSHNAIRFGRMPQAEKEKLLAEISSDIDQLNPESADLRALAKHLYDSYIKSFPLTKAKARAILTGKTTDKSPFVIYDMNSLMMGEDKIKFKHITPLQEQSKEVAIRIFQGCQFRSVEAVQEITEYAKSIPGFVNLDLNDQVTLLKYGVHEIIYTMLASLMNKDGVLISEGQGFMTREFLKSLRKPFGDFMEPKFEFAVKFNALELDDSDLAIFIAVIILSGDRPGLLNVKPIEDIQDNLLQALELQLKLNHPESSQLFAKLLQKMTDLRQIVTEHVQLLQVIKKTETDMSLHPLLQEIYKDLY
SRC2 TRFRET art = counter-screen for PPARgamma SRC-2 recruitment agonists: TR-FRET artefact | TR-FRET ratio at 8 µM | hits give high values | 200,000 compounds, 0.4% hits; in the data active = TR-FRET ratio above about 2000; note: inactives centre near 1500; reference of the scale not given here
L major viab = Leishmania major promastigote growth inhibition | Leishmania major promastigotes, resazurin fluorescence viability | inhibition, % at 10 µM | 200,000 compounds, 9% hits | AID 1063; in the data active = inhibition above about 50%;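 note: promastigotes grown with compound for 44 hours at 28 °C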
PPARg SRC3 recr = PPARgamma-driven SRC-3 recruitment agonism | P37231 | 200,000 compounds, 0.26% hits | activation, % at 8 µM | biochemical PPARgamma/SRC-3 coactivator recruitment assay; in the data active = activation above about 23%;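 note: 0% = DMSO and 100% = reference agonist; some compounds past the cut are filed as inactive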
PPARg SRC1 recr = promotes SRC-1 coactivator recruitment by human PPARgamma. PPARgamma-SRC-1 coactivator recruitment biochemical assay. P37231. 200,000 compounds, 0.41% hits. AID 631. activation, % at 8 µM; in the data active = activation above about 19%;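 note: 0% = DMSO and 100% = reference agonist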
Active calls of the source: *; . = not tested or not shown.

(1) O=C(COC(=O)c1cn(-c2ccccc2)nc1-c1cccs1)NC1CC1
(2) CCN(C(=O)COc1ncnc2sccc12)c1ccccc1
(3) Cc1cc(NC(=O)CSc2nnc(CNc3ccc(F)cc3)n2C2CCCCC2)no1
(4) CCOc1ccc(OCC)c(NC(=O)CSc2nc3cccnc3n2C)c1
(5) COc1ccc(OC)c(N(CC(=O)O)S(=O)(=O)c2ccc(OC)c(OC)c2)c1
(6) CCOC(=O)c1sc(NC(=S)NC(=O)c2ccccc2Cl)c(C(=O)OCC)c1C
(7) Cc1ccccc1-c1nnc(SCC(=O)Nc2ccc3c(c2)OCCO3)n1N
(8) Cc1noc(NS(=O)(=O)c2ccc(NC(=O)c3ccoc3C)cc2)c1C

assay / compound	1	2	3	4	5	6	7	8
bIAP inhibitor	1	-16	10	11	1	7	8	-3
DTT redox prof	-0.2	-0.4	1.8	0.2	-2.3	-3.0	-0.3	0.0
ROMK primary	0.11	1	-0.85	-0.81	.	.	0.51	.
S1P3 antagonist	23	1	6	4	-17	.	.	-3
RAM inhibit	5.1	-0.3	2.4	-0.3	0.9	2.2	0.1	1.4
HMGR II inh	-3	-3	-1	-4	-4	2	-1	0
PPARg SRC2 recr	7	1	0	9	3	1	-5	-2
SRC2 TRFRET art	1697	1706	1473	1602	1595	1564	1474	1485
L major viab	-3	-10	30	3	-6	4	3	-9
PPARg SRC3 recr	7	2	8	-1	1	3	-4	6
PPARg SRC1 recr	0	3	8	10	6	3	-7	1

(9) CC(C)(C)NC(=O)N1CCn2cccc2C1c1ccccc1F (stereo not drawn)
(10) CCOc1ccc(C(=O)Nc2cccc(C(C)=O)c2)cc1[N+](=O)[O-]
(11) COc1ccc(C2/C(=C(/O)c3ccccc3)C(=O)C(=O)N2CCO)cc1 (stereo not drawn)
(12) CC1=CC(=C2C(=O)c3ccccc3C2=O)C=C(C)N1C
(13) O=C(O)Cc1ccc(NS(=O)(=O)c2ccccc2Cl)cc1
(14) CCn1c(SCC(=O)Nc2ccc3c(c2)OCO3)nc2ccccc21
(15) CCOC(=O)c1nnn(-c2nc(N(C)C)nc(N(C)C)n2)c1C
(16) N#Cc1ccccc1NC(=O)C1CC(=O)N(c2ccc3c4c(cccc24)CC3)C1 (stereo not drawn)

assay / compound	9	10	11	12	13	14	15	16
bIAP inhibitor	-2	-9	3	13	0	11	-5	-12
DTT redox prof	-0.1	-0.6	-0.4	-1.3	0.2	0.7	-0.8	0.2
ROMK primary	1.2	-2.7	0.75	.	-0.62	-1	2	.
S1P3 antagonist	-2	12	13	-17	-8	.	-8	-9
RAM inhibit	7.5	1.1	4.2	0.5	1.7	5.9	1.1	2.3
HMGR II inh	-3	-2	1	-2	-2	-6	0	0
PPARg SRC2 recr	2	2	1	-4	-4	-6	5	3
SRC2 TRFRET art	1618	1573	1553	1706	1463	1432	1603	1681
L major viab	-6	4	2	6	-4	7	0	57*
PPARg SRC3 recr	3	1	0	-4	0	-9	2	1
PPARg SRC1 recr	6	2	2	12	-2	-8	6	2

(17) Cc1ccc(/C=N/NC(=O)CN2CCN(S(=O)(=O)c3ccc(Br)cc3)CC2)s1
(18) Cc1ccc(C2NC(=O)c3c(sc(C)c3C)N2)c(O)c1 (stereo not drawn)
(19) CC1CCc2nn(CC(=O)NCCN3CCOCC3)cc2C1 (stereo not drawn)
(20) C=CCN(N=Nc1cccc([N+](=O)[O-])c1)c1cccc([N+](=O)[O-])c1
(21) O=C(NCCCn1ccnc1)c1nn2c(C(F)(F)F)cc(-c3ccc(Br)cc3)nc2c1Cl
(22) COc1ccc2c(c1)OC13CCCCC1C2C(C(=O)c1ccccc1)C(=O)N3 (stereo not drawn)
(23) COc1ccc(Nc2ccc(S(=O)(=O)N3CCCCC3)cc2[N+](=O)[O-])cc1
(24) Cc1cccc(NC(=O)c2cccnc2)c1

assay / compound	17	18	19	20	21	22	23	24
bIAP inhibitor	4	21	4	47	-5	5	-31	0
DTT redox prof	-0.1	-0.3	-0.2	0.4	0.0	-0.6	0.2	0.2
ROMK primary	.	0.094	.	0.36	-2.8	.	.	0.59
S1P3 antagonist	-8	.	7	.	9	.	8	17
RAM inhibit	-0.2	1.0	4.9	6.2	3.0	3.6	1.8	1.7
HMGR II inh	-1	0	-3	3	2	-7	-17	-2
PPARg SRC2 recr	2	8	10	14	-3	-4	16	-3
SRC2 TRFRET art	1708	1544	1625	1675	1511	1454	1515	1701
L major viab	2	-5	-6	-2	100*	-1	3	-1
PPARg SRC3 recr	10	3	5	9	4	1	7	-8
PPARg SRC1 recr	6	2	1	6	1	-1	5	2

(25) C=C(C)C(=O)Nc1ccc(OC(F)(F)C(F)F)c(NC(=O)C(=C)C)c1
(26) COc1ccc2[nH]cc(CCN=C3SCC(=O)N3C)c2c1
(27) Cc1ccccc1OCC(=O)NNC(=O)CCN1C(=O)c2ccccc2C1=O
(28) CC1=NN(c2cccc([N+](=O)[O-])c2)C(=O)C1
(29) CC(C)N(C(=O)NC(=O)NCC1CCCO1)S(C)(=O)=O (stereo not drawn)
(30) COc1ccc(OCCCC(=O)Nc2nnc(C3CCCO3)s2)cc1 (stereo not drawn)
(31) COc1cccc(-n2c(CN3CCN(c4ccc(C)cc4)C(C)C3)nc3ccc([N+](=O)[O-])cc3c2=O)c1 (stereo not drawn)
(32) COc1cccc(CN2CCNC(=O)C2CC(=O)NCCOc2cccnc2)c1OC (stereo not drawn)

assay / compound	25	26	27	28	29	30	31	32
bIAP inhibitor	1	5	-29	1	-2	13	-10	-10
DTT redox prof	0.1	0.1	6.5	0.1	0.7	-0.5	0.1	-1.2
ROMK primary	.	0.17	-0.018	0.44	.	-0.21	0.11	-0.31
S1P3 antagonist	.	21	-16	2	6	.	4	-5
RAM inhibit	1.5	0.3	5.7	0.2	2.2	0.9	3.0	-0.6
HMGR II inh	-1	-5	0	3	1	-10	2	-3
PPARg SRC2 recr	-3	1	11	-4	1	11	-2	-8
SRC2 TRFRET art	1474	1644	1630	1304	1391	1548	1535	1455
L major viab	0	-4	-5	-6	-3	-6	92*	1
PPARg SRC3 recr	0	4	5	5	-6	3	2	-9
PPARg SRC1 recr	2	17	2	-6	3	12	0	-4

(33) O=C(NCCc1c[nH]c2ccccc12)Nc1cccc2ccccc12
(34) CNS(=O)(=O)c1cccc(C(=O)OCC(=O)NCc2ccccc2)c1
(35) COCCNc1nc(-c2cc(C)n(CCc3ccc(OC)cc3)c2C)cs1
(36) CCN(CCNC(=O)CS(=O)(=O)Cc1nc(-c2cccc(OC)c2)oc1C)c1ccccc1
(37) C#CC(C)(C)NC(=O)CSc1nc2c(c(=O)n(C)c(=O)n2C)n1CCCC
(38) Cc1ccc(Cn2c(=N)n(CC(O)COc3ccccc3)c3ccccc32)cc1 (stereo not drawn)
(39) Cn1c(-c2ccccc2)c(/C=N/NC(=O)c2cccnc2)c2ccccc21
(40) O=C(Nc1ccc2c(c1)OCO2)c1ccc(Cl)s1

assay / compound	33	34	35	36	37	38	39	40
bIAP inhibitor	22	8	41	-17	0	-91	16	30
DTT redox prof	0.1	0.1	-0.3	0.9	-0.6	0.1	-0.5	0.2
ROMK primary	-0.34	.	-0.055	.	.	-4.1*	-0.11	0.1
S1P3 antagonist	.	.	-8	10	-18	.	3	.
RAM inhibit	1.9	2.1	5.2	0.3	0.3	-1.4	1.6	2.2
HMGR II inh	-6	-1	-1	3	4	-1	-4	-8
PPARg SRC2 recr	-2	-3	9	3	-1	3	14	7
SRC2 TRFRET art	1366	1436	1587	1416	1602	1469	1810	1560
L major viab	-3	-5	5	5	-4	101*	62*	-1
PPARg SRC3 recr	2	-2	4	-14	-1	4	4	3
PPARg SRC1 recr	-3	-4	-2	-1	1	5	10	4

(41) O=C(COC(=O)c1ccco1)NCc1cccs1
(42) COc1cccc(/C=N/NC(=O)CSc2ccccc2C)c1O
(43) CC1CCCN(CCCNC(=O)CCn2nc(-c3ccccc3)ccc2=O)C1 (stereo not drawn)
(44) NCC(=O)Nc1ccc(Br)cc1
(45) COc1ccccc1C(=O)Nc1ccc(N2CCN(S(C)(=O)=O)CC2)cc1
(46) O=C(/C=C/c1ccc(F)cc1)NCCNC(=O)/C=C/c1ccc(F)cc1
(47) O=C(Nc1ccc2oc(=O)ccc2c1)c1cc([N+](=O)[O-])ccc1N1CCOCC1

assay / compound	41	42	43	44	45	46	47
bIAP inhibitor	16	7	-9	1	3	2	6
DTT redox prof	2.5	-0.2	1.8	-0.3	2.4	0.6	-1.0
ROMK primary	.	-0.4	.	0.17	-1.2	0.32	-7.3*
S1P3 antagonist	-8	9	2	-7	-1	1	-8
RAM inhibit	0.9	0.3	0.5	2.7	1.1	1.5	6.6
HMGR II inh	4	-6	-11	0	4	-4	-8
PPARg SRC2 recr	1	0	-3	-1	-3	5	4
SRC2 TRFRET art	1587	1536	1538	1510	1596	1682	1478
L major viab	-3	98*	11	-1	56*	-1	2
PPARg SRC3 recr	1	0	13	1	-2	3	0
PPARg SRC1 recr	2	3	3	4	1	3	0

Of the compounds above, these have a nitro group on carbon.
(10) CCOc1ccc(C(=O)Nc2cccc(C(C)=O)c2)cc1[N+](=O)[O-]
(20) C=CCN(N=Nc1cccc([N+](=O)[O-])c1)c1cccc([N+](=O)[O-])c1
(23) COc1ccc(Nc2ccc(S(=O)(=O)N3CCCCC3)cc2[N+](=O)[O-])cc1
(28) CC1=NN(c2cccc([N+](=O)[O-])c2)C(=O)C1
(31) COc1cccc(-n2c(CN3CCN(c4ccc(C)cc4)C(C)C3)nc3ccc([N+](=O)[O-])cc3c2=O)c1 (stereo not drawn)
(47) O=C(Nc1ccc2oc(=O)ccc2c1)c1cc([N+](=O)[O-])ccc1N1CCOCC1

assay / compound	10	20	23	28	31	47
bIAP inhibitor	-9	47	-31	1	-10	6
DTT redox prof	-0.6	0.4	0.2	0.1	0.1	-1.0
ROMK primary	-2.7	0.36	.	0.44	0.11	-7.3*
S1P3 antagonist	12	.	8	2	4	-8
RAM inhibit	1.1	6.2	1.8	0.2	3.0	6.6
HMGR II inh	-2	3	-17	3	2	-8
PPARg SRC2 recr	2	14	16	-4	-2	4
SRC2 TRFRET art	1573	1675	1515	1304	1535	1478
L major viab	4	-2	3	-6	92*	2
PPARg SRC3 recr	1	9	7	5	2	0
PPARg SRC1 recr	2	6	5	-6	0	0

From PubChem
